Cneo AK release – Cryptococcus neoformans lysis via adenylate kinase release. C. neoformans lysis, adenylate kinase release luminescence, 4 h; normalised: neutral wells 0, clomiphene wells 100. lysis activity, % at 15 µM. 360,000 compounds, 0.2% hits. AID 651654;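 active means mean lysis activity across replicates of at least 80%, whatever share of replicates individually reach that level; inactive means mean lysis activity below 80%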
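Assay system: C. neoformans cells. Amount: yeast cell density of 5 × 10^6 cells/mL. Technique: AK luminescence. Buffer or medium: YPD. Times: static 4 h at 37 °C with compound, 1 h detection. Dosing: single-point compound dose. Read-out: lysis from increased AK signal.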
EWS-Fli block – EWS/Fli transcriptional activity inhibition | A673 NR0B1-luciferase reporter, viability-normalised | inhibition, % at 12.6 µM | 350,000 compounds, 0.67% hits;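 active means mean inhibition of at least 50% after viability correction, with every replicate also passing that limit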;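 further: firefly luciferase signal divided by Alamar Blue viability fluorescence both relative to DMSO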
Casp6 inh – blocks human caspase-6 cleavage activity. P55212. purified caspase-6, Z-VEID-R110 cleavage fluorescence. inhibition, % at 12.5 µM. 350,000 compounds, 0.53% hits. AID 686996;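 active means mean inhibition across replicates at least about 35%, with every replicate also reaching that limit, limit read from the data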;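 further: 0% = median of neutral control wells and 100% = no fluorescence left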
Target sequence (P55212 24-179 limits assumed): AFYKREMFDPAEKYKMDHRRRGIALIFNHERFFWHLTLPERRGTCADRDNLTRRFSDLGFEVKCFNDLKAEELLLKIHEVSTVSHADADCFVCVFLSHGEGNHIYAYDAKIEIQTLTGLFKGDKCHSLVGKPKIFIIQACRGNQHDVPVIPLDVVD
Target sequence (P55212 194-293 limits assumed): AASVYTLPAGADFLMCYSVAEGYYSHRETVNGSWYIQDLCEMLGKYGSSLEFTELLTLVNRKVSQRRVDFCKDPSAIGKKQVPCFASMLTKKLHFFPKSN
miR-122 sensor – inhibitors of miR-122 in Huh7 cells. Huh7 miR-122 Renilla luciferase sensor, 48 h; neutral wells = 0, positive control = 100. AID 602342. 340,000 compounds, 0.3% hits. activation (reporter increase), % at 12.5 µM;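 active means mean replicate activation score at least 90 and every replicate individually at or above 90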;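 further: higher luciferase means less miR-122 activity so hits act as miR-122 inhibitors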
PGC1a acetyl inh – PGC1a acetylation modulation, inhibitor mode. U2OS PGC1a acetylation, AlphaScreen anti-acetyl-lysine; with virally co-expressed GCN5 acetyltransferase. AID 651687. inhibition, % at 15.6 µM. 350,000 compounds, 0.17% hits;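 active means every replicate shows inhibition of at least 40%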;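 further: 0% = neutral control wells and 100% = positive control wells; some results beyond the cut were filed as inactive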
FN deposition inh – fibronectin deposition inhibition. inhibition, % at 12.6 µM. 350,000 compounds, 0.086% hits. AH1F fibroblasts, Alexa488-fibronectin deposition fluorescence, overnight;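 active means mean inhibition across replicates of 30% or more, regardless of how many single replicates reach that level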;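 further: positive control wells lacked labelled fibronectin entirely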
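Measured by – fluorescence 485/525 nm · System – AH1F fibroblast monolayer, labelled fibronectin deposition · Amount – 10000 cells per well · Buffer or medium – serum-reduced DMEM (2% serum) · Doses – single dose, pinned · Also added – fluorescent fibronectin at 24 nM final · Schedule – 1 h cell attachment, overnight exposure to compound and label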
LGR2 antag – Drosophila LGR2 receptor signaling inhibition; HEK293 LGR2, CRE-luciferase, bursicon-stimulated, 4 h; inhibition, % at 9.99 µM; 380,000 compounds, 0.35% hits;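 active means drop in luminescence signal, shown as inhibition above about 50% in the replicate tests, limit read from the data, passing the limit was not always enough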;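 further: agonist challenge used bursicon conditioned medium at about half maximal strength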
PAX8 inh HTS – PAX8 transcriptional activity inhibition | RMG-I TPO-luciferase reporter, SteadyGlo, 24 h | inhibition, % at 12.6 µM | 360,000 compounds, 1.2% hits;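 active means mean replicate inhibition at least 60% with every replicate also reaching 60%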;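 further: luciferase light reporting Pax8 driven TPO promoter activity; plate controls were median of neutral control wells for no effect and mitoxantrone controls for full effect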
Starred values were filed as active, the others as inactive; x = not tested or not shown; & = joins results of further samples; [ ] = another dose, or the depositor's remark.

SMILES	Cneo AK release	EWS-Fli block	Casp6 inh	miR-122 sensor	PGC1a acetyl inh	FN deposition inh	LGR2 antag	PAX8 inh HTS
Oc1c(C(c2ccccc2)N2CCc3ccccc3C2)sc2ncnn12 (configuration not stated)	3	2	1	x	x	-3	7	2
CC1(OC(=O)C2CCCC2)C(=O)C=C2C=C(c3ccsc3)N(C3CCCCC3)C=C2C1=O (configuration not stated)	1	9	5	-2	-21	-1	-8	-34
CN(C)CCCNC(=O)C[C@H]1C=C[C@H](NS(=O)(=O)c2ccccc2)[C@H](CO)O1	7	-3	1	-4[16.7 µM]	14	x	6	-16
COc1cccc2c1O/C(=N\O)C(C(=O)Nc1cccc(Br)c1)C2 (configuration not stated)	0	-1	2	3	4	0	-22	11
CC(=O)N=c1c(C#N)cc2c(=O)n3ccccc3nc2n1CCCOC(C)C	-2	-10	1	-1	-2	9	10	5
C[C@@H]1CN([C@H](C)CO)C(=O)Cc2cc(NS(=O)(=O)c3ccc(F)cc3)ccc2O[C@@H]1CN(C)Cc1ccc2c(c1)OCO2	42	-6	-3	3[16.7 µM]	1	x	-5	18
CCOc1ccc(N(CC(=O)N2CCN(C(=O)CN(c3ccc(OCC)cc3)S(C)(=O)=O)CC2)S(C)(=O)=O)cc1	2	8	0	-7	-8	14	-7	5
COc1ccc(CN(C)C[C@@H]2OCCCC[C@@H](C)Oc3ccc(NS(=O)(=O)c4cccs4)cc3C(=O)N([C@@H](C)CO)C[C@H]2C)cc1	6	10	-2	-11[16.7 µM]	-2	x	-15	10
CCOc1ccccc1NC(=S)N1CCN(c2ccc(OC)cc2)CC1	0	17	-1	-6	-8	-3	12	-2
Cc1ccc(C)c(OCCC(=O)OCC(=O)N2c3ccccc3NC(=O)C2(C)C)c1	-1	1	8	7	4	-34	-4	-3
C[C@@H]1CN([C@H](C)CO)C(=O)c2cccc(NC(=O)C3CC3)c2O[C@@H]1CN(C)Cc1ccc(Cl)c(Cl)c1	0	2	-2	1[16.7 µM]	-6	x	1	x
CC1CCCC(NC(=O)CSc2ncccn2)C1C (configuration not stated)	1	-3	-3	-1	2	5	7	-9
Cc1ccc(N2C(=O)N3[C@H](c4ccc(Br)cc4)[C@@H]4C(=O)N(C(C)(C)C)C(=O)[C@@H]4[C@]3(C)C2=O)cc1	-5	-4	0	-7	-16	3	10	6
C[C@@H]1CCCCO[C@H](CN(C)C(=O)CCCN(C)C)[C@@H](C)CN([C@H](C)CO)C(=O)c2cc(N(C)C)ccc2O1	2	-3	-3	2[16.7 µM]	5	x	-4	-16
C[C@@H]1CN([C@@H](C)CO)C(=O)c2cc(C#CCN(C)C)cnc2O[C@@H]1CN(C)C(=O)Nc1cc(F)ccc1F	50	2	-5	-1[16.7 µM]	-2	-8	-24	x

Next part; it opens with the 5 that closed the last part.
SMILES	Cneo AK release	EWS-Fli block	Casp6 inh	miR-122 sensor	PGC1a acetyl inh	FN deposition inh	LGR2 antag	PAX8 inh HTS
C[C@@H]1CN([C@H](C)CO)C(=O)c2cccc(NC(=O)C3CC3)c2O[C@@H]1CN(C)Cc1ccc(Cl)c(Cl)c1	0	2	-2	1[16.7 µM]	-6	x	1	x
CC1CCCC(NC(=O)CSc2ncccn2)C1C (configuration not stated)	1	-3	-3	-1	2	5	7	-9
Cc1ccc(N2C(=O)N3[C@H](c4ccc(Br)cc4)[C@@H]4C(=O)N(C(C)(C)C)C(=O)[C@@H]4[C@]3(C)C2=O)cc1	-5	-4	0	-7	-16	3	10	6
C[C@@H]1CCCCO[C@H](CN(C)C(=O)CCCN(C)C)[C@@H](C)CN([C@H](C)CO)C(=O)c2cc(N(C)C)ccc2O1	2	-3	-3	2[16.7 µM]	5	x	-4	-16
C[C@@H]1CN([C@@H](C)CO)C(=O)c2cc(C#CCN(C)C)cnc2O[C@@H]1CN(C)C(=O)Nc1cc(F)ccc1F	50	2	-5	-1[16.7 µM]	-2	-8	-24	x
Cc1cccc2cc(CN(Cc3ccc4c(c3)OCO4)Cc3nnnn3C3CCCC3)c(=O)[nH]c12	-7	-3	-1	12	5	x	-11	x
COc1ccc(N(CC(=O)NN=C2CCN(C)CC2)S(=O)(=O)c2ccccc2)c(OC)c1	0	9	-4	-9	-4	-2	8	-9
COc1ccc2sc(-c3ccc(S(C)(=O)=O)cc3)c(C(=O)NCCc3c[nH]c4ccccc34)c2c1	-2	5	-1	19	-23	0	29	-16
CCC(=O)Nc1ccc(S(=O)(=O)N2CCOCC2)cc1	13	1	-2	x	-1	x	-7	x
CC(=O)Nc1ccc(SCC(=O)c2cc(C)n(Cc3cccs3)c2C)cc1	0	x	x	5	-2	5	x	28
CC(C)S(=O)(=O)c1csc(NC(=O)Nc2ccc(Cl)cc2)c1	-2	-1	-2	8	x	-4	x	22
CCCNC(=O)C[C@H]1CC[C@H]2[C@@H](COC[C@@H](O)CN2C(=O)Nc2cccc(Cl)c2)O1	-3	x	-3	-1[16.7 µM]	7	-11	-11	x
O=C(C1CCC1)N1CCC(O)(c2cccc(F)c2)CC1	x	6	-1	x	x	x	4	-9
O=C(/C=C/c1ccco1)OCC(=O)N1CCCCC1	0	-41	50*	-1	-18	-1	-31	-98
O=C(NC(NC(=S)N1CCOCC1)C(Cl)(Cl)Cl)c1cccc2ccccc12 (configuration not stated)	0	-8	3	0	1	4	-11	3
CN(C(=O)c1cccc(NC(=O)Cc2ccc(NC(=O)C3CCN(C(=O)C4CC4)CC3)cc2)c1)C1CC1	4	4	3	-2	3	-3	32	-1
Cc1ccccc1-c1ccccc1[C@H]1[C@@H](CO)N(C(=O)c2ccc(F)cc2)[C@H]1C#N	x	4	-1	x	7	-4	7	4
C[C@H](CO)N1C[C@H](C)[C@H](CN(C)S(=O)(=O)c2ccc(F)cc2)Oc2cc(-c3cccc(F)c3)ccc2S1(=O)=O	-2	2	0	-9[16.7 µM]	-10	-7	8	x
COC(=O)C1=C(C)N(Cc2ccccc2C(F)(F)F)C(=NCc2ccc(OC)cc2)NC1c1ccc(C(F)(F)F)cc1 (configuration not stated)	x	55*	-1	x	x	-18	5	37
COCC(=O)N1[C@H](CO)[C@H](c2ccc(C#Cc3ccccc3F)cc2)[C@@H]1C#N	-1	-20	0	x	10	14	-32	-9
CC(C)(C)c1ccc(C(=O)N2CCOC23CCCCC3)cc1	x	-6	-2	x	x	19	13	-5
Cc1ccc(NC(=O)/C=C/c2ccc(Cl)cc2)nc1	-3	1	3	-5	5	1	-32	-117
CCOC(=O)CNC(=O)N1CCc2ccc(NC(=O)c3ccccc3OC)cc2C1	-1	-3	-2	-7	5	-4	x	-11
O=C(/C=C/c1ccccc1)NCCC1=CCCCC1	-3	-84	5	-7	10	-2	-97	-189
O=C(Nc1ccc(F)cc1)C(Cc1ccccc1)n1cccc1 (configuration not stated)	x	-5	2	x	-29	-5	-11	20
CSCCC(c1nnnn1-c1c(C)cccc1C)N1CCN(C/C=C/c2ccccc2)CC1 (configuration not stated)	-6	3	-2	-1	-13	x	23	14
COc1ccc2c(c1)C(=O)N1[C@H]3c4cc(Cl)ccc4OC[C@@H]3[C@H](c3ccccc3)[C@]1(C)C(=O)N2	0	49	x	-11	-1	4	14	28
CCON1C(=O)C2(CCCCC2)C(=O)C12C=CCCC2 (configuration not stated)	x	0	-2	x	x	-2	28	-2
Cc1ccc(/C(N)=N/OC(=O)COc2cccc3ccccc23)cc1	1	-21	2	-2	x	-4	-5	-13
CC(=O)NS(=O)(=O)c1ccc(NC(=O)c2ccc(S(=O)(=O)N3CCCC3)cc2)cc1	1	-7	1	-3	2	4	-10	-13
C[C@H](CO)N1C[C@H](C)[C@H](CN(C)C(=O)C2CCC2)Oc2ncc(-c3cccc(F)c3)cc2C1=O	-5	-4	-3	14[16.7 µM]	4	-1	6	5
Cc1cc(C)nc(Nc2nc(C(N)Cc3ccc(F)cc3)cs2)n1 (configuration not stated)	10	27	-1	x	x	-31	3	84*
CC(C)[C@H](NC(=O)c1ccccc1Cl)C(=O)OCC(=O)NCc1ccc2c(c1)OCO2	0	-12	2	9	-1	-1	-5	6
CO[C@@H]1CN(C)C(=O)c2ccc(NS(=O)(=O)c3ccc(Cl)cc3)cc2OC[C@H](C)NC[C@H]1C	-5	-9	2	-3[16.7 µM]	-5	-3	3	x
COC(=O)c1ccc(COC(=O)CNS(=O)(=O)c2ccccc2)cc1	0	7	0	2	-14	-11	4	3
CCn1c(C)nc2cc(C(N)=O)ccc21	-1	2	0	-9	x	-14	-4	-6
COCC1CCN(Cc2nc(Cc3ccccc3Cl)no2)CC1	x	-41	-2	x	-4	3	11	-11
O=S(=O)(c1ccccc1)N1CCN(S(=O)(=O)c2ccc(F)cc2)CC1	0	40	-7	-5	x	4	-5	-2
CN(C)CC(=O)N[C@@H]1CC[C@@H](CCNC(=O)C2CCC2)O[C@H]1CO	0	-3	-1	x	2	x	-41	-10
Cc1ccc(C(=O)Nc2nnc(-c3ccncc3)o2)cc1	x	-6	0	x	2	-3	-20	2
CCCC1=[N+](CC(=O)c2ccccc2)CCn2c(C)ccc21	0	x	x	x	3	6	x	7
CCCc1[nH]nc2c1C(c1cccc(OC)c1)C(C#N)=C(N)O2 (configuration not stated)	0	x	x	-1	18	x	-7	x
CCc1noc(C)c1C(=O)N1CCN(S(=O)(=O)c2c(C)c(C)cc(C)c2C)CC1	-3	5	0	4	-3	x	-10	1
C[C@@H]1CN([C@H](C)CO)C(=O)c2cc(NS(=O)(=O)c3ccccc3)ccc2O[C@@H](C)CCCCO[C@H]1CN(C)Cc1ccccc1	-2	5	-2	-2[16.7 µM]	-1	x	-3	13
C[C@H](CO)N1C[C@H](C)[C@H](CN(C)S(=O)(=O)c2cn(C)cn2)Oc2cc(C3=CCCCC3)ccc2S1(=O)=O	-3	5	3	8[16.7 µM]	-5	x	-4	0
Cc1cccc([C@@H]2[C@@H]3C(=O)N(Cc4ccccc4)C(=O)[C@@H]3[C@]3(Cc4ccc(Cl)cc4)C(=O)N(c4ccc(Br)cc4)C(=O)N23)c1	9	-1	2	x	x	-7	x	7
C[C@H](CO)N1C[C@H](C)[C@H](CN(C)C(=O)Nc2ccc(F)cc2)Oc2ccc(NC(=O)Nc3ccccc3)cc2CC1=O	1	4	-1	7[16.7 µM]	-6	x	-2	x
COc1ccccc1CN1CCC(n2nccc2NC(=O)CCOc2ccccc2)CC1	0	4	-10	40	1	-8	-17	8
COc1cc(F)ccc1CN1CCC(C(=O)Nc2ccc(Oc3ccccc3)nc2)CC1	0	x	-6	-5	3	5	-8	24
NC(=O)c1nsc(C(=O)N(Cc2ccco2)C(C(=O)NCc2ccccc2)c2ccc(O)cc2)c1N (configuration not stated)	-4	7	4	0	-8	2	15	16
CC(NC(=O)c1ccc(CS(C)(=O)=O)cc1)c1ccc(-n2ccnc2)cc1 (configuration not stated)	6	x	1	x	x	7	-2	7
CCOC(=O)c1ccc(S(=O)(=O)N2CCN(CC(=O)NC(=O)NC3CCCCC3)CC2)cc1	-2	x	x	7	0	2	x	32
C[C@H](CO)N1C[C@H](C)[C@@H](CN(C)Cc2ccccc2)Oc2c(NC(=O)C3CCCCC3)cccc2C1=O	-10&7	-5&23	2&5	44[16.7 µM]	x	-23	-3&31	-3&27

Assay outcomes as filed in PubChem.
